Compound activity from PubChem BioAssay.
TTR transcr act: increases transthyretin transcription. actives 1.3% (n = 92,000). SH-SY5Y TTR promoter Gaussia luciferase, luminescence; 100% = recombinant luciferase protein wells. activation, % at 16.7 µM. AID 1117267;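 active = activation above the mean of all tested compounds plus 3 SD, cut at about 9.5% in these data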;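 note: cells exposed to compounds for one day before reading; 0% = median of all test compound wells on the plate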
An asterisk follows results filed as active. An excerpt; rates above refer to the full screens.

SMILES | TTR transcr act
C=C1C(=O)OCC2C(C(=O)O)=CC3C(C)C(C)=CC123 (configuration not stated) | 2.1
CNC(=O)CN(c1cc(C)ccc1C)S(C)(=O)=O | 0.0
CC1(C)OC(=O)C=C[C@]2(C)[C@H]3CC[C@@]4(C)[C@H](C(=O)O)OC(=O)[C@H]5O[C@]54[C@]3(C)C(=O)C[C@@H]12 | 1.4
COc1ccc(N(C(=O)c2csnn2)C(C(=O)NC2CCCC2)c2cccs2)cc1 (configuration not stated) | 0.3
C=CCNC(=O)CCNS(=O)(=O)c1ccc(Br)cc1 | 0.8
CCOC(=O)CCn1c(CC(=O)OCC)nc2ccccc21 | 0.4
Cc1cc(C)c2cc(C=O)c(Cl)nc2c1 | -1.2
CC[C@@H]1CC2=C(C(=O)OC(C)(C)O2)[C@@H](c2ccc(Cl)cc2)O1 | -0.8
O=C(CCN1C(=O)[C@@H]2Cc3ccccc3CN2C1=O)N[C@H](C(=O)O)c1ccccc1 | -0.5
CN1CCN(C(=O)c2ccccc2NC(=O)C(C)(C)C)CC1 | 0.3
NC(=O)CC(NC(=O)Cc1cccc2ccccc12)c1ccc(N2CCC(Br)CC2)c([N+](=O)[O-])c1 (configuration not stated) | 0.4
CN1CCN(C(=O)c2ccc(Cl)c(S(=O)(=O)N3CCCCC3)c2)CC1 | 3.0
Cc1cn(CC(=O)N[C@H](CO)Cc2c[nH]c3ccccc23)c(=O)[nH]c1=O | 3.4
Cn1ncc(Cl)c1C(=O)Nc1ccc(Cl)cn1 | 2.3
O=[N+]([O-])c1ccc(-c2csc(NN=C3CCCC3)n2)cc1 | -3.7
COCC1CCCCN1C(=O)c1ccc(OC)c(OC2CCN(C(C)C)CC2)c1 (configuration not stated) | -0.8
CC(=O)c1cccc(NC(=O)CN2C(=O)NC3(CCCCCCC3)C2=O)c1 | -0.6
O=C1NC(=O)C(CCc2ccccc2)(c2ccccc2)N1 (configuration not stated) | 1.4
Cc1nc(SCC(=O)c2cc3ccccc3oc2=O)c(C#N)c(-c2cccs2)c1C(=O)Nc1ccccc1 | 0.3
CCN(CC)S(=O)(=O)c1ccc(/C=C/C(=O)OCC(=O)NCc2ccc3c(c2)OCO3)cc1 | -0.2
C[C@@]12CCC3[C@@](CCC4[C@@]3(C)CCC[C@@]4(C)C(=O)NCc3ccccc3)(CC1=O)C2 (some centres not stated) | 0.2
CC(=O)N1CCN(C(=O)c2cccc(S(=O)(=O)N3CCN(c4ccccc4)CC3)c2)CC1 | 1.0
CCCCC(CC(O)COCCC)C(=O)NN (configuration not stated) | 0.7
CC1(C)Oc2ccc(C(=O)Nc3ccccc3)cc2N(CC#N)C1=O | -4.1
CC(C)N(C(=NCc1ccccc1)NC(=O)c1ccccc1)C(C)C | -0.9
CCCCC#Cc1ccccc1CC(=O)Nc1ccccc1 | 0.7
FC(F)(F)Oc1ccc(NC(=S)Nc2ccccc2N2CCOCC2)cc1 | -2.3
CCOc1ccccc1NC(=O)c1cccc2c1C(=O)N(C1CCCCC1)C2 | -1.5
CC1=CC(=O)C(C(C)C)=CC1=NC(=O)c1ccc(C)cc1 | 4.7
O=C(CN1C(=O)NC2(CCc3ccccc32)C1=O)c1ccc(Cl)cc1 (configuration not stated) | -0.2
CCN1C(=O)c2cccc3c(S(=O)(=O)N4CCCC4C(=O)O)ccc1c23 (configuration not stated) | 0.4
CCOc1ccccc1N(CC(=O)Nc1ccc(S(=O)(=O)N2CCOCC2)cc1)S(C)(=O)=O | -2.5
CCCCCCN=C(C)c1ccccc1O | -0.1
CC(C)N1CCN(Cc2cccs2)CC1CCO (configuration not stated) | 2.3
CCSc1nc2sc3c(c2c(=O)n1C1CCCCC1)CCN(C)C3 | -2.2
CCOC(=O)c1sc2cc([N+](=O)[O-])cc(SCCO)c2c1N | -0.2
COc1ccc(/C=C/C(=O)NC(=S)NNC(=O)c2cc(OC)c(OC)c(OC)c2)cc1OC | -1.5
O=C(Nc1cccc(Cl)c1)C1CC1c1ccccc1 (configuration not stated) | -0.6
O=C(OCC#CCSc1nnc(-c2cc3ccccc3cc2O)o1)c1ccc(F)cc1 | -0.3
O=C(/C(=N\O)n1cncn1)c1ccc(Cl)cc1Cl | -0.4
Cc1ccc(C(=O)N/C(=C\c2ccc(Cl)cc2)C(=O)NCCN2CCOCC2)cc1 | -0.1
Cc1ccc(NC(=O)CNCc2ccccc2)cc1Br | 2.0
CCCCN1CNC(=S)N(CCc2ccccc2)C1 | -1.6
CN(c1ccccc1)S(=O)(=O)c1ccc(C(=O)Nc2nccs2)cc1 | -1.9
COC(=O)Cc1ccc(Oc2ncc(C(F)(F)F)cc2Cl)cc1 | 0.2
O=C(Cc1ccc(Cl)cc1)OCc1nnc(-c2ccccc2)o1 | 0.8
O=C(OCc1ccccc1)[C@H](Cc1ccccc1)NC(=O)[C@@H]1CC=C[C@@H]2CCN(Cc3ccc(Cl)cc3)C(=O)[C@@H]21 | 0.0
O=C(NCc1ccco1)c1cc(-c2ccc(Cl)cc2)on1 | -1.3
CCCCn1c(N)c(N(C(=O)CSc2nnc(C)n2-c2ccccc2)C2CCCC2)c(=O)[nH]c1=O | 2.7
CCCCN(CC)S(=O)(=O)N1CCC(C(=O)NCc2ccc(F)cc2)CC1 | -1.2
COc1ccc([N+](=O)[O-])cc1NS(=O)(=O)Cc1ccccc1 | 1.5
COCCNC(=O)c1ccccc1N(Cc1ccccc1)S(=O)(=O)c1ccccc1 | -1.6
CC1=CC=CC2=NC(=O)CC(C)(C(=O)N(CC(=O)NC3CCCC3)c3ccccc3C)N12 (configuration not stated) | 0.6
CCOC(=O)C1(C)CCCCN1C(=O)c1cccs1 (configuration not stated) | 2.3
CC1(C)CC(=O)C=C(c2ccc(-c3ccc4[nH]ccc4c3)cc2)C1=O | -0.4
O=C(O)Cn1c(SCCOc2ccccc2)nc2ccccc21 | 1.0
CC/C(=N\NC(=O)c1c(C)nc2ccccn12)c1ccccc1 | -1.2
COC(=O)c1cc(NC(=O)c2cc(-c3ccc(C(F)(F)F)cc3)oc2C(F)(F)F)ccc1N1CCOCC1 | -1.2
Cc1ccc(CNC(=O)[C@H]2C[C@@H]2[C@H](NP(=O)(c2ccccc2)c2ccccc2)c2ccccc2)o1 | -1.4
CCSc1nc2ccccc2n1S(=O)(=O)c1ccccc1 | 30.5*

Next part.
SMILES | TTR transcr act
CN(C)S(=O)(=O)c1ccc(C(=O)NCc2nnc(SCC(=O)NCc3ccco3)o2)cc1 | 0.3
CCCn1c(=O)c(C#N)cn(C2CC2)c1=O | 4.3
O=C(NCC1CCCO1)c1cc(NS(=O)(=O)c2cccs2)cc(NS(=O)(=O)c2cccs2)c1 (configuration not stated) | -0.6
NNC(=S)Nc1ccc(S(=O)(=O)N2CCCCC2)cc1 | 2.2
COc1cc(/C=N\NC(=O)c2nonc2N)c(OC)cc1Br | 1.0
CCOc1ccccc1NC(=O)N1CCCN(c2ncccc2C#N)CC1 | -0.3
COC(=O)C1CCN(C2CN(Cc3ccc([N+](=O)[O-])cc3)S(=O)(=O)C2)CC1 (configuration not stated) | -0.9
O=C(NCc1ccccc1)NC(=O)c1ccncc1 | 4.5
CC(C)(C)S(=O)(=O)c1cnc(N2CCCCC2)nc1N | 0.2
CCOC(=O)c1c(NC(=O)c2cccnc2)sc(C(C)=O)c1C | 0.0
C[C@H](O)[C@@]1(O)CC[C@H]2[C@@H]3CC[C@@H]4C[C@H](O)CC[C@]4(C)[C@H]3CC[C@@]21C | -2.1
CCOc1ccc(NC(=O)c2ccc(F)c(S(=O)(=O)N3CCN(c4ccccn4)CC3)c2)cc1 | -4.3
CCCCCC(=O)N1C[C@H](O)[C@@H](n2cc(COC(=O)c3ccccc3)nn2)C[C@@H]1c1ccc(C)cc1 | -0.9
CSc1cccc(CN2CCN(CCc3ccccc3)C(CCO)C2)c1 (configuration not stated) | 1.7
Cc1cccc2cc(C#N)c(N3CCC(O)CC3)nc12 | -0.7
CCCN1C(=O)SC(CC(=O)Nc2ccc(Br)cc2)C1=O (configuration not stated) | -1.9
Cn1nnnc1Sc1ncnc2scc(-c3cccc4c3sc3ccccc34)c12 | 2.1
C=CCc1cccc(/C=C/c2cc(=O)c3ccccc3[nH]2)c1O | -3.6
CNC(=O)/C=C/c1cc(C(=O)c2ccc(Cl)cc2Cl)cn1C | -0.8
C[C@H]1CN([C@@H](C)CO)C(=O)Cc2cc(NC(=O)Nc3ccccc3)ccc2O[C@H]1CN(C)Cc1ccccc1 | -3.3
CCOC(=O)c1cc(-c2ccc(Cl)s2)nc2c1c(C)nn2C | 15.8*
CCc1nnc(NC(=O)CCN(c2cc(C)cc(C)c2)S(=O)(=O)c2ccc(Cl)cc2)s1 | 2.6
COc1ccc(-n2ncc3c(=O)n(CC(=O)N4CCCc5ccccc54)cnc32)cc1 | -2.9
CCN(CC)CCNC(=O)/C(=C/c1cn(C)c2ccccc12)NC(=O)c1ccc(OC)c(OC)c1 | 1.0
CCN(CC(=O)Nc1ccc(NC(C)=O)cc1)C(=O)/C=C/c1c(C)nn(-c2ccc(F)cc2)c1C | 2.2
NC(=S)N/N=C/c1cc([N+](=O)[O-])ccc1OCCOc1ccccc1 | 3.7
C[C@@H]1CCCCO[C@H](CN(C)C(=O)Nc2ccc3c(c2)OCO3)[C@H](C)CN([C@@H](C)CO)C(=O)c2cc(NS(=O)(=O)c3ccc(Cl)cc3)ccc2O1 | -1.4
Cc1nn(C)cc1CNC(=O)c1ccc(Br)o1 | -0.5
COC(=O)c1scc(C)c1S(=O)(=O)Nc1ccc(C)cc1 | -3.8
COc1cc(SC)ccc1C(=O)OCC(=O)NC1CC1 | 1.0
C[C@H](NC(=O)c1nc[nH]c1C(=O)N[C@@H](CCCCNC(=O)OC(C)(C)C)C(=O)OC(C)(C)C)C(=O)OCc1ccccc1 | 4.3
Cc1cc(S(=O)(=O)n2cnc3ccccc32)c(C)cc1Cl | -0.8
CS(=O)(=O)c1ccc(C(=O)N(CCc2ccccc2)Cc2ccccc2)cc1 | 9.7*
CCc1cc2c(=O)c(-c3nc4ccccc4[nH]3)coc2c(CN2CCCCC2)c1O | 0.5
C/C(N)=C(/C#N)C(=O)CSc1nnc(-c2ccccc2Br)o1 | -3.4
C=CCNC(=O)c1cc(Cl)ccn1 | -1.7
CN1CCN(C(=O)c2ccc(C(C)(C)C)cc2)CC1 | -2.2
COc1ccc(NC(=O)c2cccc3c(-c4ccc(OC)cc4C)coc23)cc1 | -1.9
Cc1ccc(NC(=O)Cc2c(O)c3ccccc3[nH]c2=O)c(C)c1 | 4.2
Cc1ccccc1Cn1cnc2c(cnn2C(C)(C)C)c1=O | -4.3

The last seven records of the section before come first, to join the parts:
SMILES | TTR transcr act
CCc1cc2c(=O)c(-c3nc4ccccc4[nH]3)coc2c(CN2CCCCC2)c1O | 0.5
C/C(N)=C(/C#N)C(=O)CSc1nnc(-c2ccccc2Br)o1 | -3.4
C=CCNC(=O)c1cc(Cl)ccn1 | -1.7
CN1CCN(C(=O)c2ccc(C(C)(C)C)cc2)CC1 | -2.2
COc1ccc(NC(=O)c2cccc3c(-c4ccc(OC)cc4C)coc23)cc1 | -1.9
Cc1ccc(NC(=O)Cc2c(O)c3ccccc3[nH]c2=O)c(C)c1 | 4.2
Cc1ccccc1Cn1cnc2c(cnn2C(C)(C)C)c1=O | -4.3
CCCCC(=O)NC(=S)NNC(=O)c1ccc(OC)cc1 | 2.1
CN(C)c1ccc(C(CNC(=O)c2ccccc2Br)c2c[nH]c3ccccc23)cc1 (configuration not stated) | -0.1
CN(C)/C=N/c1nc2nccc(-c3cccc(Cl)c3)n2n1 | -1.9
O=C(N[C@@H]1CC[C@@H](CCNC(=O)C2CCOCC2)O[C@@H]1CO)c1ccncc1 | -0.6
O=C(CN1C(=O)CCC1=O)Nc1nc(-c2ccc(Oc3ccccc3)cc2)cs1 | -1.6
Cc1ccc(CSc2nc3c(c(=O)[nH]2)C(c2ccncc2)C2=C(CCCC2=O)N3)cc1 (configuration not stated) | 3.3
Cn1c(-c2ccccc2)c(/C=N/NC(=O)c2ccc(O)cc2)c2ccccc21 | -0.9
COc1ccc(CN(C)C(=O)Cn2ccc(N)nc2=O)cc1OC | -0.1
Cc1cccc(N2C(=N)SCC2=O)c1C | 2.2
COc1ccc(Cn2ccnc2)cc1[N+](=O)[O-] | 2.1
COc1cc2c(C(F)(F)F)c(-c3ccc(C#N)cc3)oc(=O)c2cc1OC | 2.7
Cc1ccc(C(=O)Nc2ccc3ccccc3c2)cc1 | -2.1
COc1ccccc1OCCC(=O)OCC(=O)Nc1ncc(Cl)cc1Cl | 3.5
c1ccc(-n2nnnc2Oc2ccc(-c3nnco3)cc2)cc1 | 1.1
O=C(Nc1nnc(SCC(=O)N2CCCc3ccccc32)s1)c1ccccc1 | -1.4
COCC(=O)N1CCN(c2cccc(C(F)(F)F)c2)CC1 | -0.8
Cc1csc(OCC(=O)Nc2ccc(C)c(C)c2)n1 | 3.8
Cc1ccccc1OCC(=O)OCC(=O)c1ccc(-c2ccccc2)cc1 | 9.0
Cc1cc(C)nc(SCC(=O)c2ccc(F)c(C)c2)n1 | 0.3
Cc1ccn2c(C(C)O)nnc2c1 (configuration not stated) | 0.5
CCC(C)N(C(=O)COc1ccc(NC(C)=O)cc1)C1CCS(=O)(=O)C1 (configuration not stated) | 1.9
COc1ccc(-c2csc(N(CCCN3CCOCC3)C(=O)c3ccco3)n2)cc1 | -3.6
CNC(=O)COc1coc(CN2CCN(c3ccc(F)cc3)CC2)cc1=O | 7.8
C[C@@H]1[C@H](c2ccccc2)OC(O)([C@H](Cc2ccccc2)NC(=O)OC(C)(C)C)CN1C (some centres not stated) | -1.4
CSc1ccc(CCNC(=O)CCc2nnc3ccc(N4CCCCC4)nn23)cc1 | 0.1
CN1CCN(c2ccccc2NC(=O)c2cccc([N+](=O)[O-])c2)CC1 | 2.9
